# proCasp3 act – activates human procaspase-3. P42574. recombinant procaspase-3 D3A, Ac-DEVD-pNA absorbance 405 nm. actives 0.11% (n = 330,000). activation, % at 8.5 µM;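 active = activation above the mean of all tested compounds plus 3 SD, cut at about 21% in these data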;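 also: 0% = DMSO alone and 100% = DMSO wells spiked with extra 5 µM PC-3 D3A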
# Target sequence (P42574 whole entry D9A/D28A/D175A): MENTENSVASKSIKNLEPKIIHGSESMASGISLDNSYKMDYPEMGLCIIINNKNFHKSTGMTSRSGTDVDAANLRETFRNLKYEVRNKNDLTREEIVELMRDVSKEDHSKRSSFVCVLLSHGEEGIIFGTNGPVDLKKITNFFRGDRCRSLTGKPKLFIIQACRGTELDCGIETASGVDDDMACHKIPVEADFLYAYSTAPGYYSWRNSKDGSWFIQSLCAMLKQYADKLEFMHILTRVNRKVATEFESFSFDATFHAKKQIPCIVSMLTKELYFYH
#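 Assay system: Autoprocessing-dead procaspase-3 D3A mutant enzyme; also added: Ac-DEVD-pNA; doses: one concentration, 8.5 µM nominal, 0.8% DMSO; times: 1 h compound preincubation, 2 h substrate hydrolysis at 25 °C; technique: 405 nm absorbance of p-nitroaniline, reads at 0 and 120 min; measure: % activation between DMSO and enzyme-spiked controls; repeats: single replicate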
# MEP2-GFP yeast – alters MEP2-GFP fluorescence in TOR pathway yeast screen; S. cerevisiae MEP2-GFP strain, flow cytometry GFP, 3 h; 100% = DMSO control level; GFP response vs DMSO, % at 10 µM; actives 0.51% (n = 330,000); AID 2016;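 active = GFP response versus DMSO above a set limit, roughly screen mean plus 3 SD, cut at about 180% in these data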;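 also: median GFP fluorescence of the barcode-gated MEP2-GFP cells per well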
# AGP1 TOR yeast – yeast TOR pathway AGP1-GFP modulation; S. cerevisiae AGP1-GFP multiplex flow cytometry, 3 h; GFP as percent of DMSO wells; GFP response vs DMSO, % at 10 µM; actives 0.02% (n = 320,000);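 active = GFP response relative to DMSO above a set limit, near screen average plus 3 SD, cut at about 150% in these data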;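 also: median GFP channel fluorescence of the gated AGP1 strain per well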
# procasp7 counter – counter-screen for procaspase-3 activators: activators of human procaspase-7; recombinant procaspase-7, Ac-DEVD-pNA absorbance 405 nm; D23A/D198A/D206A triple mutant, cannot self-cleave; scale: DMSO 0, 5 µM enzyme 100; activation, % at 8.5 µM; actives 0.093% (n = 330,000); AID 463210;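 active = percent activation above the screen-wide mean plus 3 SD, cut at about 25% in these data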
# Target sequence (P55210 whole entry D23A/D198A/D206A): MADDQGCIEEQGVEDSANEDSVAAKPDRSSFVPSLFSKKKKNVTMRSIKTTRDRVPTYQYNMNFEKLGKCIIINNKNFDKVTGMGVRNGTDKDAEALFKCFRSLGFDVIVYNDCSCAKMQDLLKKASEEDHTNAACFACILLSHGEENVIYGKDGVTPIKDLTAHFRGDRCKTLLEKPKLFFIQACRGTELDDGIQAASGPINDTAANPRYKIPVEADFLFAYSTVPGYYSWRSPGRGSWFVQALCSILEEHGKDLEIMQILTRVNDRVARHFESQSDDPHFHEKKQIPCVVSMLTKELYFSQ
#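 signal = Epi-absorbance of released pNA at 405 nm, two timepoints | assay system = Uncleavable procaspase-7 mutant enzyme | reagent = Ac-DEVD-pNA substrate, 400 µM as added | times = 1 h enzyme–compound preincubation and 2 h substrate reaction, both 25 °C | benchmarks = low DMSO alone, high DMSO plus 5 µM PC-7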
# RPL19A TOR yeast – yeast TOR pathway RPL19A-GFP modulation. S. cerevisiae RPL19A-GFP strain, flow cytometry, 3 h; active compounds read low. percent response vs DMSO, % at 10 µM. actives 0.3% (n = 330,000). AID 2025;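 active = percent response vs DMSO below 50%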;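 also: median channel GFP fluorescence of the barcoded RPL19A-GFP strain; ratio of sample median GFP to plate DMSO average so 100% = DMSO; lower means less RPL19A-GFP as with rapamycin TOR inhibition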
# CIT2 TOR yeast – alters CIT2-GFP fluorescence in TOR pathway yeast screen. actives 0.065% (n = 320,000). AID 2029. GFP response vs DMSO, % at 10 µM. S. cerevisiae CIT2-GFP strain, flow cytometry, 3 h; 100 means same as DMSO wells;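 active = GFP response relative to DMSO above a set limit, near the screen mean plus 3 SD, cut at about 150% in these data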;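 also: ratio of well median GFP fluorescence to mean of DMSO wells on the plate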
# AHR activator – activators of human aryl hydrocarbon receptor; AID 2796; actives 2.5% (n = 320,000); AHR-responsive luciferase reporter cells, luminescence; activation, % at 5 µM; in the data active = activation above about 47%;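 also: 0% = vehicle wells and 100% = reference agonist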
# LAP4-GFP MLPCN – modulators of TOR pathway LAP4-GFP in S. cerevisiae; S. cerevisiae LAP4-GFP multiplex, flow cytometry GFP, 3 h; median GFP as percent of DMSO wells; GFP response vs DMSO, % at 10 µM; actives 0.34% (n = 320,000); AID 2023;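 active = GFP response vs DMSO above a set limit, about the screen mean plus 3 SD, cut at about 150% in these data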
# Active calls of the source: *; nt = no result given.
SMILES,proCasp3 act,MEP2-GFP yeast,AGP1 TOR yeast,procasp7 counter,RPL19A TOR yeast,CIT2 TOR yeast,AHR activator,LAP4-GFP MLPCN
Nc1cccc(-c2nc3cc(S(=O)(=O)c4ccc5oc(-c6cccc(N)c6)nc5c4)ccc3o2)c1,3,104,98,-5,102,93,15,96
CCOC(=O)CN1C(=O)C(O)=C(C(C)=O)C1c1ccc([N+](=O)[O-])cc1 (configuration not stated),0,122,121,4,119,123,3,111
CN1CCN(C(=O)c2ccc(CSc3ccc(Cl)cc3)cc2)CC1,-2,105,110,-3,105,103,-2,101
CC(=O)c1cnn(-c2cc(Oc3ccc(F)cc3)ncn2)c1C,3,96,88,3,91,99,-5,88
Cc1ccc(S(=O)(=O)N2CCC(C(=O)NCCC3=CCCCC3)CC2)cc1C,12,103,103,0,104,95,2,98
CSCCC(NC(=O)c1ccco1)C(=O)NNC(=O)c1n[nH]c(=O)c2ccccc12 (configuration not stated),4,101,105,1,99,100,4,99
CCOC(=O)c1ccc(N2C(=O)CC(C)(CC)CC2=O)cc1,13,98,112,7,100,98,6,113
CNC(=O)NC(=O)C(c1ccccc1)N(C)CC1COc2ccccc2O1 (configuration not stated),-3,99,92,1,97,90,-2,88
O=C(O)c1ccc(Nc2nc(-c3ccccc3)nc3ccccc23)cc1,3,93,78,5,90,79,13,91
COc1cccc(N2CCN(C(=O)NC3CCCCC3)CC2)c1,3,107,nt,0,99,99,1,102
CCCN1C(=O)/C(=N\OCC(=O)Nc2ccc(C(C)C)cc2)c2ccccc21,-8,100,97,-3,102,101,4,94
Cc1ccc(S(=O)(=O)N(C)C)cc1NC(=O)CN1C(=O)NC(Cc2ccccc2)C1=O (configuration not stated),7,104,118,8,104,102,0,111
Cc1cc(C)c2sc(N(CCN(C)C)C(=O)c3cc(Cl)sc3Cl)nc2c1,-4,96,100,-4,95,104,11,97
CC1(C)Cc2c(C#N)c(SCCOc3ccccc3)nc(N3CCOCC3)c2CO1,0,99,103,-1,97,99,1,107
Brc1ccc(C2=Nc3cccc4cccc(c34)N2)o1,2,103,96,7,97,101,27,97
Cc1ccc(CSc2nnc(-c3ccncc3)o2)c(C)c1,-3,100,93,1,94,86,4,104
Cc1c(-c2ccccc2)oc2c(C(=O)OCC(=O)Nc3ccc(F)cc3)cccc2c1=O,-8,101,106,11,99,102,0,93
Cc1cc(C)c(S(=O)(=O)/N=C2/C=C(Sc3ncn[nH]3)C(=O)c3ccccc32)cc1C,-21,100,93,-23,100,82,43,99
O=C(CNS(=O)(=O)c1ccc(Br)cc1)OCc1cc(=O)n2cc(Br)ccc2n1,-4,103,86,-7,99,93,3,82
CC1(C)SC2c3ccccc3C(=O)N2[C@@H]1C(=O)NC1CCCC1 (some centres not stated),-3,103,111,6,103,106,0,102
O=C(NCCCc1ccccc1)c1cccs1,1,104,104,-2,107,104,0,111
C=CCc1cccc(/C=N/NC(=O)C(=O)Nc2ccc(C)cc2)c1O,-3,100,94,-10,99,93,2,99
Cn1c(-c2ccccc2)cc2c3no[n+]([O-])c3ccc21,3,104,77,4,106,85,-9,119
COC(=O)CC1C(=O)NCCN1C(=O)CSc1nc2ccccc2s1 (configuration not stated),1,98,104,-10,99,107,13,99
COc1ccc(NC(=O)CSc2nc(N)c3cc4c(nc3n2)CC(C)(C)OC4)cc1,3,103,107,-5,102,101,3,105
CCC(C)[C@H](NC(=O)NC1CC1)C(=O)O (some centres not stated),4,106,104,-4,109,100,1,109
CN1CCN(c2nc3ccccn3c(=O)c2/C=C(\C#N)S(=O)(=O)c2ccccc2)CC1,-1,99,103,-1,98,98,-1,110
Cc1ccc(CC(=O)Nc2ccc(OC(F)F)c(Cl)c2)cc1C,5,120,103,3,110,102,-1,107
CC1=Nc2ccccc2/C1=C\c1nc(-c2ccc(F)cc2)oc1O,-5,103,96,-6,100,86,21,103
CCSC1=N/C(=C\c2ccc(C(=O)O)cc2)C(=O)S1,3,103,104,2,111,102,1,108
CN(Cc1ccccc1)C(=O)c1ccc(S(=O)(=O)N(C)c2ccccc2)cc1,8,99,103,2,95,97,0,102
COC(=O)c1ccccc1S(=O)c1snnc1C (configuration not stated),-3,100,101,-1,100,101,-2,101
Cc1cccc(CSCCNC(=O)CN2C(=O)c3ccccc3S2(=O)=O)c1,-1,117,91,5,97,93,-2,97
O=C(Nc1cccc2nsnc12)c1cccnc1Cl,-6,93,96,-6,100,94,-3,89
CCC(=O)Nc1cccc(C(=O)N(Cc2ccccc2)Cc2ccccc2)c1,nt,105,107,nt,107,102,nt,102
CN(Cc1nc(Cc2cccc(F)c2)no1)CC1CCOCC1,1,95,98,1,102,91,2,103
Cc1ccc(-n2c([S-])c(C(=O)NC(C)c3ccccc3)[n+]3ccccc23)cc1 (configuration not stated),-1,104,101,6,98,103,0,113
CCOc1ccc2[nH]c(=O)c(CN(Cc3ccc(F)cc3)C(=O)N3CCCC3)cc2c1,4,110,111,4,110,109,7,115
O=C(CCC(=O)OCCCC(F)(F)C(F)(F)F)Nc1ccc(Cl)cc1Cl,5,116,99,1,103,104,6,112
C/C(=N/NC(=O)c1ccc(NC(=O)c2ccc(F)cc2)cc1)c1ccccc1,-2,97,88,2,91,79,3,100

# Two successive entries out of the list so far, for reference:
SMILES,proCasp3 act,MEP2-GFP yeast,AGP1 TOR yeast,procasp7 counter,RPL19A TOR yeast,CIT2 TOR yeast,AHR activator,LAP4-GFP MLPCN
O=C(NCCCc1ccccc1)c1cccs1,1,104,104,-2,107,104,0,111
C=CCc1cccc(/C=N/NC(=O)C(=O)Nc2ccc(C)cc2)c1O,-3,100,94,-10,99,93,2,99

# Carrying on.
SMILES,proCasp3 act,MEP2-GFP yeast,AGP1 TOR yeast,procasp7 counter,RPL19A TOR yeast,CIT2 TOR yeast,AHR activator,LAP4-GFP MLPCN
CCOC(=O)c1sc(-c2cccc([N+](=O)[O-])c2)cc1N,-4,102,92,15,96,92,7,100
Fc1cccc(NCc2ccoc2)c1,-1,102,98,5,99,97,1,97
CC(=O)Nc1ccc(NC(=O)CSCc2ccccc2Cl)cc1,4,97,101,6,92,90,-1,104
O=C(COc1cccc(-n2cnnn2)c1)Nc1ccccc1,-2,100,106,-1,101,106,4,105
Cc1ccccc1CN1CCN(C(=O)c2cc(-c3ccncc3)nc3ccccc23)CC1,0,109,98,5,104,104,6,84
Cn1c(SCC(=O)N2CCCCCC2)nc2c([nH]c3ccccc32)c1=O,16,106,102,10,100,99,30,104
O=C(NCc1ccccc1)C1CC(=O)N(C2CCCCCC2)C1 (configuration not stated),1,96,96,15,94,95,-2,102
CC(=O)Oc1ccccc1C(=O)N1CCN(S(=O)(=O)c2ccc3ccccc3c2)CC1,-8,95,97,5,93,104,2,93
CC(C)COc1cccc(C(=O)Nc2ccc(N3CCOCC3)cc2N2CCOCC2)c1,4,88,93,5,91,68,-2,98
CC(=O)Nc1ccc(S(=O)(=O)N2CCCCC2C(=O)O)cc1 (configuration not stated),-1,107,98,6,107,106,3,95
Cc1ccccc1CSCc1nc(N)nc(Nc2ccccc2C)n1,-4,101,102,2,100,92,-2,104
Cc1c(NC(=O)CSc2ccc3c(c2)OCCO3)c(=O)n(-c2ccccc2)n1C,2,107,105,7,104,100,2,102
Cc1cc(C(=O)N/N=C/c2ccncc2)c(C)o1,-5,101,102,2,100,102,14,109
CCN(CCCNC(=O)CN(C)S(=O)(=O)c1cccc2nsnc12)c1cccc(C)c1,0,95,102,-7,97,103,4,87
O=C(COC(=O)c1ccc2[nH]c3c(c2c1)CCCC3)Nc1ccc(Cl)cc1Cl,-3,105,102,5,106,104,-2,92
Cc1cc(C)c(O)c(-c2cc(C(=O)NCc3ccccc3)[nH]n2)c1,2,86,nt,1,84,85,15,87
CCN1CCN(C2=C(Cl)C(=O)N(Cc3ccccc3)C2=O)CC1,-8,112,nt,-4,107,105,0,116
Cc1cccc(C)c1NC(=O)Cn1c(=O)n(CCCC(=O)NCc2ccco2)c(=O)c2sccc21,5,104,103,4,99,106,9,100
C/C=C/c1ccc(OCCCCOc2ccccc2C(C)=O)c(OC)c1,10,110,105,0,104,111,9,108
OCCC#Cc1ccc(CN2CCN(C3CCCCC3)C(CCO)C2)cc1 (configuration not stated),10,96,97,0,101,103,-1,91
COc1ccccc1NC(=O)CN1CCN(c2ccccc2)CC1,2,99,94,4,96,89,5,101
COc1ccc(CCNC(=O)CN2C(=O)NC3(CCc4ccccc43)C2=O)cc1 (configuration not stated),10,95,89,-5,89,89,0,82
COc1ccccc1NC(=O)COc1ccc(/C=N/n2cnnc2)cc1OC,4,112,104,8,103,108,1,110
O=C(NCCC1=CCCCC1)c1cc(COc2ccc(F)cc2Cl)on1,6,101,99,9,102,99,-3,91
O=c1c2c(C(F)(F)F)cc(C(F)(F)F)nc2[nH]n1-c1ccccc1,3,116,116,-6,109,112,2,109
CC(C)Cc1nn2c(=O)cc(CSCC(=O)Nc3ccccc3F)nc2s1,7,108,103,-6,101,114,1,101
CCOC(=O)c1sc(C)c2c(=O)n(CC)nnc12,-2,99,91,2,92,88,-1,98
Cc1cnc(C(=O)N2CCCC(C(=O)c3ccc(C(C)(C)C)cc3)C2)cn1 (configuration not stated),7,98,101,2,94,102,7,98
COc1cc(C(=O)NNC(=O)c2n[nH]c3ccccc23)cc(OC)c1OC,-2,92,92,-6,90,89,5,82
O=C(CCc1ccccc1)NNC(=O)c1ccccc1F,-3,112,108,11,104,108,2,101
COC(=O)c1ccc(COc2ccc(/C=N/O)cc2)o1,3,94,95,-32,96,82,7,117
O=C(COC(=O)c1ccc(-c2ccccc2)cc1)Nc1ccccc1-c1ccccc1,1,108,96,14,91,93,-1,100
CN(C(=O)CSc1nc(-c2ccc(C(C)(C)C)cc2)c(C#N)c(=O)[nH]1)C1CCCCC1,4,104,106,4,104,106,0,93
CN(C)CCNC(=S)Nc1ccccc1C(C)(C)C,-1,100,92,12,94,92,0,95
CN(C)C(=O)CNC(=O)CN1C(=O)NC2(CCCc3sccc32)C1=O (configuration not stated),6,94,91,7,94,95,0,87
CSCCC(NC(=O)c1ccc(Cl)cc1)C(=O)O (configuration not stated),4,86,95,0,95,96,0,98
O=C(CN1CCCC1)Nc1ccc(Br)cc1,-3,95,105,5,97,98,-1,106

# Entries above that have a furan ring, fused or not (6):
SMILES,proCasp3 act,MEP2-GFP yeast,AGP1 TOR yeast,procasp7 counter,RPL19A TOR yeast,CIT2 TOR yeast,AHR activator,LAP4-GFP MLPCN
CSCCC(NC(=O)c1ccco1)C(=O)NNC(=O)c1n[nH]c(=O)c2ccccc12 (configuration not stated),4,101,105,1,99,100,4,99
Brc1ccc(C2=Nc3cccc4cccc(c34)N2)o1,2,103,96,7,97,101,27,97
Fc1cccc(NCc2ccoc2)c1,-1,102,98,5,99,97,1,97
Cc1cc(C(=O)N/N=C/c2ccncc2)c(C)o1,-5,101,102,2,100,102,14,109
Cc1cccc(C)c1NC(=O)Cn1c(=O)n(CCCC(=O)NCc2ccco2)c(=O)c2sccc21,5,104,103,4,99,106,9,100
COC(=O)c1ccc(COc2ccc(/C=N/O)cc2)o1,3,94,95,-32,96,82,7,117

# Bioassay records as filed in PubChem.

# Outcome played no part in choosing rows; about 3.5% have a hit in one of these screens.
